# Assay outcomes as filed in PubChem.
# GIRK2 act = Activators of human GIRK2-containing channels; P48051; HEK293 GIRK2/NPY4 cells, thallium flux fluorescence; 34,000 tested, under 10 active; activation (% efficacy), % for hits at 37.5 µM;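 active means primary screen hit, no activity in plain HEK293 cells, and in GIRK2-only cells above 5% efficacy rising with concentration; inactive means the rest, including fluorescent compounds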;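 further: efficacy is normalized control-subtracted fluorescence 15 s after thallium addition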
# Target sequence (P48051 whole entry, looked up): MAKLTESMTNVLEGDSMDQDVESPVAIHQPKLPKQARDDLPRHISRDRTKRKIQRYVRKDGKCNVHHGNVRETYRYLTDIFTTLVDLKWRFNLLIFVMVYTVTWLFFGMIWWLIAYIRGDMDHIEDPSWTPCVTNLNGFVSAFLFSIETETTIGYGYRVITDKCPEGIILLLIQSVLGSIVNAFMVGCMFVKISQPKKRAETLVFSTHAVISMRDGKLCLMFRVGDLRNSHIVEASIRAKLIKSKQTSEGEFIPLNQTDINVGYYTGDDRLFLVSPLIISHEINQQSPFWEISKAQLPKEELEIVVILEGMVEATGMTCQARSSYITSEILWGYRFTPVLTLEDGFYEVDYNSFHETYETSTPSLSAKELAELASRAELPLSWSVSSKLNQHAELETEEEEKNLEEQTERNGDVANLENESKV
# Calls only; i = inactive. Only part of the results is shown; the hit share may differ from the screen's.
SMILES,GIRK2 act
COc1ccc(-n2c(C)nc3ccc(NS(=O)(=O)c4ccc(F)cc4)cc3c2=O)cc1,i
O=C(Cn1cc(-c2nnc(-c3ccco3)o2)c2ccccc21)NCc1ccccc1,i
O=C(CCc1ccccc1)N1CCC2(CC1)NC(=O)N(CCOc1ccccc1)C2=O,i
CC1CCN(C(=O)CN2C(=O)NC3(CCC(C)CC3)C2=O)CC1 (configuration not stated),i
COc1ccc(C(c2c(O)cc(C)n(C)c2=O)c2c(O)cc(C)n(C)c2=O)c(OC)c1,i
O=C(NCCc1ccccc1)NCc1cnn2ccccc12,i
O=C(NCC1COC2(CCCCC2)O1)C1CCCCC1 (configuration not stated),i
COCCNC(=O)Cc1ccc(NC(=O)OC)cc1,i
O=C(c1c[nH]c2ccccc12)N1CCN(c2ccc(N3CCOCC3)nn2)CC1,i
Cc1cc(NC(=O)C23CC4CC(CC(C4)C2)C3)ccc1N1CCCC1=O,i
NC(=O)C1CCN(C(=O)Cc2csc(NC(=O)c3ccc[nH]c3=O)n2)CC1,i
O=C(CCC1CCCC1)N1CCC(c2nnc(-c3ccco3)o2)CC1,i
Cc1cc(S(=O)(=O)NCc2ccc3c(c2)OCO3)c(C)cc1Br,i
Cn1nc2c(c1NC(=O)CCCS(=O)(=O)c1ccccc1)CCC2,i
Cc1nc(CCn2cnc3cc(C)c(C)cc32)no1,i
CCc1nnc(NC(=O)c2nnn(-c3ccccc3)c2-c2ccco2)s1,i
Cc1ccc(Cn2c(-n3nc(C)cc3C)nc3c2c(=O)n(CC(N)=O)c(=O)n3C)cc1,i
CCOc1ccc(-c2cc(=O)n(CC(N)=O)cn2)cc1,i
Cc1ccnc(Nc2ccc(N3CCN(C(=O)c4ccc(C(F)(F)F)cc4)CC3)nn2)c1,i
OC(COCC1COc2ccccc2O1)CN1CCN(c2cccc(C(F)(F)F)c2)CC1 (configuration not stated),i
Cc1cc(C)c2sc(N3CCN(C(=O)c4c(C)cnn4C)CC3)nc2c1,i
O=c1[nH]c(SCc2nc(-c3ccc(F)cc3)no2)nc2ccsc12,i
COCCN1CCC(CNC(=O)C(=O)Nc2cc(C)ccc2OC)CC1,i
COc1cn(CC(=O)Nc2cccc(C)c2C)c(CSc2nc(C)cs2)cc1=O,i
COc1ccc(NC(=O)Cc2csc(SCC(=O)c3cccs3)n2)cc1Cl,i

# Later entries:
SMILES,GIRK2 act
O=C(Nc1ccc([N+](=O)[O-])cc1)c1ccc(=O)n(Cc2ccccc2)c1,i
CCNC(=O)Cc1csc(SCC(=O)c2ccc(OC)cc2)n1,i
O=C(CSCc1ccccc1)Nc1cc(-c2cccs2)nn1CCO,i
O=C(NCC1CCCO1)C(=O)Nc1ccc(Cl)c(N2CCCS2(=O)=O)c1 (configuration not stated),i
CC1Cc2cc(-c3cc(CC(=O)NC4CC4)no3)ccc2O1 (configuration not stated),i
Cc1cn2c3c(=O)n(C/C=C/c4ccccc4)c(=O)n(C)c3nc2n1C1CCCC1,i
O=C(Cc1cc(-c2ccc(F)cc2F)on1)N1CCCc2ccccc21,i
O=C(CSc1ccc(NC(=O)c2cccs2)nn1)Nc1ccc2c(c1)OCO2,i
CNC(=O)CSc1nc(-c2ccccc2)c(NC(=O)C(C)(C)C)s1,i
O=C1NC2(CCCCC2)N=C2C3CCCC12CN(C1CCCCC1)C3 (configuration not stated),i
CN1CCN(NC(=O)C(=O)NC2CCCCCC2)CC1,i
CCOc1cn(-c2ccc(F)cc2)nc1C(=O)N1CC(C)CC(C)C1 (configuration not stated),i
CC(=O)Nc1cccc(NC(=O)c2csc(Nc3ccccc3)n2)c1,i
O=S(=O)(NCCCN1CCOC(c2ccccc2)C1)c1ccc(F)cc1 (configuration not stated),i
Cc1cc(C)c(C)c(OCC(O)CN2CCN(C)CC2)c1 (configuration not stated),i
COc1cccc2cc(C(=O)NCc3n[nH]c(=O)c4ccccc34)oc12,i
O=C(Nc1cccc(-c2cnc3n2CCC3)c1)c1cc2ccccc2oc1=O,i
COc1ccc(S(=O)(=O)Nc2ccc3c(c2)N(C(C)=O)CC3)c(C)c1,i
CS(=O)(=O)N1CCCc2cc(NC(=O)CN3C(=O)c4ccccc4C3=O)ccc21,i
O=C(CN1C(=O)c2ccccc2C1=O)Nc1ccc2scnc2c1,i
Cc1nc(N2CCCC2)cc(N2CCN(C(=O)c3ccc(Oc4ncccn4)cc3)CC2)n1,i
CC(C)NC(=O)NCC1CCN(c2ncccn2)CC1,i
CCc1c(C)nc(SCC(=O)OC)[nH]c1=O,i
Cc1ccc(C(CNC(=O)Cc2ccc(SC(C)C)cc2)N2CCOCC2)cc1 (configuration not stated),i
Cc1cnn(C)c1C(=O)Nc1nc(-c2cc(Cl)ccc2Cl)cs1,i

# Five entries from above, tab-delimited:
canonical_smiles	GIRK2 act
CS(=O)(=O)N1CCCc2cc(NC(=O)CN3C(=O)c4ccccc4C3=O)ccc21	i
O=C(CN1C(=O)c2ccccc2C1=O)Nc1ccc2scnc2c1	i
Cc1nc(N2CCCC2)cc(N2CCN(C(=O)c3ccc(Oc4ncccn4)cc3)CC2)n1	i
CC(C)NC(=O)NCC1CCN(c2ncccn2)CC1	i
CCc1c(C)nc(SCC(=O)OC)[nH]c1=O	i

# Quoted at random: 4 compounds from above.
SMILES,GIRK2 act
COCCNC(=O)Cc1ccc(NC(=O)OC)cc1,i
Cc1nc(N2CCCC2)cc(N2CCN(C(=O)c3ccc(Oc4ncccn4)cc3)CC2)n1,i
CC(=O)Nc1cccc(NC(=O)c2csc(Nc3ccccc3)n2)c1,i
CNC(=O)CSc1nc(-c2ccccc2)c(NC(=O)C(C)(C)C)s1,i

# Following part.
SMILES,GIRK2 act
CCCCOc1cccc(C(=O)Nc2nnc(-c3cc(C)n(C)n3)o2)c1,i
O=C(Cc1ccc(NC(=O)c2cc3ccccc3oc2=O)cc1)NCc1cccs1,i
COc1ccc2nc(-c3ccc(OC)c(NC(=O)Cc4ccc(Cl)cc4)c3)cn2n1,i
CCn1nnc2c(N3CCN(C(=O)NCc4ccc(F)cc4)CC3)ncnc21,i
CCn1nc(C(=O)Nc2nc(-c3cc4ccccc4o3)cs2)cc1C,i
Cc1nc(NCCNS(=O)(=O)c2c(C)noc2C)cc(N2CCCC2)n1,i
COc1ccc(-c2ccc(N3CCC(C(=O)Nc4cccc(Br)c4)CC3)nn2)cc1,i
CCS(=O)(=O)NCC1CCN(C(=O)Nc2ccc(F)cc2)CC1,i
Cc1ccc2nc(N(Cc3ccccc3)C(=O)c3ccn(C)n3)sc2c1,i
O=C(Nc1cc(-c2ccccc2)nn1CCO)C1CCCC1,i
Cc1cc(C(=O)Nc2sc3c(c2C#N)CCC(C)C3)on1 (configuration not stated),i
CSc1ncccc1C(=O)N1CCC(CNC(=O)C(=O)Nc2ccccc2Cl)CC1,i
CCOc1ccccc1NC(=O)Cc1csc(NC(=O)C2CCC(=O)N2)n1 (configuration not stated),i
O=C(COc1ccccc1Cl)NCCCn1nc(-c2ccc(F)cc2)ccc1=O,i
Cn1c(-c2ccccc2)nn(CCNC(=O)Cc2ccccc2)c1=O,i
COc1ccccc1CNc1nc2c(S(=O)(=O)c3ccccc3)nnn2c2ccc(Cl)cc12,i
COc1ccccc1NC(=O)CN1CCN(c2nccn2-c2ccc(C)cc2)CC1,i
CCCCC(=O)N1CCC(c2ccc(OC)cc2)C1 (configuration not stated),i
COc1ccc(S(=O)(=O)CCCC(=O)Nc2nc(-c3ccc([N+](=O)[O-])cc3)cs2)cc1,i
O=C(CCC1CCCCC1)NCCn1nc(-c2cccnc2)ccc1=O,i
CCn1ccnc1N1CCN(C(=O)Cc2cccs2)CC1,i
COc1ccc(Cl)cc1NC(=O)NC1CCCC(O)C1 (configuration not stated),i
COc1ccc(-c2csc(-n3nc(C)cc3NC(=O)COc3ccccc3F)n2)cc1OC,i
Cn1cccc1C(CNS(=O)(=O)c1ccc(F)c(Cl)c1)N1CCCCCC1 (configuration not stated),i
Cc1cc(NC(=O)CCCS(=O)(=O)c2ccc(Cl)cc2)n(C)n1,i

# The results go on.
SMILES,GIRK2 act
O=C(Nc1cc(-c2ccccc2)nn1CCO)c1ccsc1,i
COc1ccc(CCC(=O)Nc2ccc(CC(=O)NC3CC3)cc2)cc1,i
COc1cccc(-c2nnc(NC(=O)c3cc(C)no3)o2)c1,i
O=c1nc(SCc2cccc(Cl)c2)c2c(n1CC1CCCO1)CCCC2 (configuration not stated),i
O=S(=O)(NCCNc1ccc(Nc2ccccn2)nn1)c1ccc(F)cc1,i
NC(=O)Cn1nnn(-c2ccc(NS(=O)(=O)Cc3ccccc3)cc2)c1=O,i
CN(C)C(CNC(=O)Cc1ccc(-c2ccccc2)cc1)c1ccco1 (configuration not stated),i
O=C(COc1ccc(Cl)cc1Cl)NCC1(c2ccccc2)CCOCC1,i
Cn1nc2c(c1NC(=O)c1sc3ccccc3c1Cl)CCC2,i
CCCOC(=O)CC1C(=O)NCCN1C(=O)CCCC(=O)O (configuration not stated),i
COc1cc(C(=O)Nc2ccc(N3CCCCC3=O)c(C)c2)c([N+](=O)[O-])cc1OC,i
Cc1cc(C)c(S(=O)(=O)N2CCC(n3cnc4cc(F)ccc4c3=O)CC2)cc1C,i
O=C(Nc1ccc2c(c1)N(C(=O)C1CC1)CC2)NC(c1ccccc1)c1ccccc1,i
Cc1cc(C)cc(OCCNC(=O)CCSc2ccccc2)c1,i
O=C(Cc1csc(Nc2ccc(OC(F)(F)F)cc2)n1)Nc1ccc2c(c1)OCO2,i
O=C(C1c2ccccc2Oc2ccccc21)N1CCN(Cc2nnnn2-c2ccc(F)c(F)c2)CC1,i
O=S(=O)(/C=C/c1ccccc1)NCC(O)(c1ccccc1)C1CC1 (configuration not stated),i
Cc1ccc(-c2ccc(=O)n(CC(=O)NCc3ccco3)n2)cc1C,i
O=c1n(Cc2ccccc2)nc2ccc(S(=O)(=O)N3CCSCC3)cn12,i
CS(=O)(=O)Nc1cccc(NC(=O)COc2ccc3c(c2)C(=O)CC3)c1,i
COc1ccc2nc(N3CC(C(=O)Nc4ccc(C(N)=O)cc4)C3)sc2c1,i
COc1ccc(CCNC(=O)Cc2c(C)[nH]c(=O)[nH]c2=O)cc1,i
CN1C(=O)N(C)C2(CCN(C(=O)c3cccs3)CC2)C1=O,i
O=C(Cc1csc(Nc2ccc(F)cc2)n1)NCCC1=CCCCC1,i
CN(C)S(=O)(=O)NCC1CC(=O)N(Cc2ccccc2)C1 (configuration not stated),i

# The listing continues:
SMILES,GIRK2 act
COc1cccc2sc(N(Cc3cccnc3)C(=O)C3CCCN3S(C)(=O)=O)nc12 (configuration not stated),i
CS(=O)(=O)N1CCCc2cc(NC(=O)c3cccs3)ccc21,i
O=C(c1ccccc1F)N1CCC(Cn2cccn2)CC1,i
COc1ccc(Cl)cc1C(=O)Nc1ccc(N2CCCCC2=O)c(OC)c1,i
CCOc1ccccc1NC(=O)CSc1cc(N2CCCC2)ncn1,i
O=C(c1cc2ccccc2[nH]1)N1CCCN(c2cc(-c3ccc4c(c3)OCO4)[nH]n2)CC1,i
Cn1cccc1C(O)CNC(=O)C1(c2cccs2)CCCC1 (configuration not stated),i
Cc1ccc(=O)n(CCNC(=O)c2cncc(Br)c2)n1,i
COc1ccc(-c2ccc(OCCNS(=O)(=O)c3ccc(Cl)cc3)nn2)cc1,i
CCN(c1ccccc1)c1nc2c(c(=O)[nH]c(=O)n2C)n1CC(=O)O,i
CCOC(=O)Nc1ccc2c(COC)cc(=O)[nH]c2c1,i
O=C(Nc1ccc(Cl)cc1)Nc1ccc(N2CCCC2=O)cc1,i
Cc1ccc(NC(=O)c2ccc(=O)n(Cc3c(F)cccc3Cl)c2)cc1,i
O=C(NCc1ccsc1)c1cnccn1,i
COc1ccc(S(=O)(=O)CC(=O)N2CCN(c3ccccc3)CC2)cc1,i
COC(=O)N1CCC(CNS(=O)(=O)c2ccccc2Cl)CC1,i
COc1cccc(C(CNC(=O)C(=O)Nc2ccc([N+](=O)[O-])cc2)N2CCOCC2)c1 (configuration not stated),i
Cc1cc(NC(=O)CSc2nc(=O)n(CCO)c3c2CCC3)no1,i
CC1CS(=O)(=O)N(c2cccc(C(=O)NCc3ccco3)c2)C1=O (configuration not stated),i
COc1ccc(-c2cc(CC(=O)NC3CCCC3)no2)cc1OC,i
COC(=O)c1sccc1S(=O)(=O)NCC#CCN1CCc2ccccc2C1,i
CCc1nnc(-c2ccc(NC(=O)COc3ccc(F)cc3)cc2)o1,i
CCOCN(C(=O)CSc1nc2c(C)cccc2[nH]1)c1c(C)cccc1CC,i
CCn1nnc2c(N(Cc3ccccc3)Cc3ccccc3)ncnc21,i
CCCC(CCC)C(=O)Nc1cccc(-c2cn3nc(OC)ccc3n2)c1,i

# For convenience, two of the compounds above.
SMILES,GIRK2 act
CCn1nnc2c(N(Cc3ccccc3)Cc3ccccc3)ncnc21,i
CCCC(CCC)C(=O)Nc1cccc(-c2cn3nc(OC)ccc3n2)c1,i

# Other entries.
SMILES,GIRK2 act
CCc1ccc(-c2cc3c(=O)n(Cc4nc(-c5ccc(Cl)cc5)no4)ccn3n2)cc1,i
Cn1nc(-c2cccc(NC(=O)c3ccc(S(=O)(=O)N4CCCCC4)cc3)c2)ccc1=O,i
O=C(Cc1ccccc1Cl)NCC1CCN(C(=O)c2cc3ccccc3o2)CC1,i
COc1ccc(NC(=O)CCc2ccccc2)cc1N1CCCCC1=O,i
COc1ccc(NC(C)=O)cc1NC(=O)c1ccc(=O)n(Cc2cccc([N+](=O)[O-])c2)c1,i
CCOc1ccc(-c2cc(=O)n(C)cn2)cc1,i
